# Diaphorase inh = diaphorase inhibitors and chemical oxidizers, primary screen, counter-screen for diaphorase-coupled primary assays, biochemical, uHTS, resorufin fluorescence; diaphorase resazurin-to-resorufin fluorescence, NADH, 16 min; bacterial (C. kluyveri) enzyme, not human; inhibition, % at 20 µM; actives 0.69% (n = 190,000);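 active = primary screen inhibition at 20 µM above a set limit, cut at about 50% in these data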;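 note: plate controls were DMSO with full reaction for no effect and wells lacking NADH for full effect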
#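 Assay system: diaphorase enzyme from Clostridium kluyveri; Input: enzyme working solution with 0.14 U/mL diaphorase; Timing: 16 min at room temperature; Technique: resorufin fluorescence, excitation 544 nm, emission 590 nm; Benchmarks: positive control minus NADH, DMSO neutral control.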
# PMI activator = activators of human PMI, primary screen, biochemical, fluorescence intensity, near-Km mannose 6-phosphate. Mannose-6-phosphate isomerase (Homo sapiens), P34949. purified human PMI, coupled resazurin fluorescence, 20 min; active compounds read high; 1 = vehicle control, 0 substrate-free wells. activation factor at 20 µM. actives 0.005% (n = 190,000);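 active = activation factor of 2 or more at 20 µM, relative to plate controls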
# Target sequence (P34949 whole entry, looked up): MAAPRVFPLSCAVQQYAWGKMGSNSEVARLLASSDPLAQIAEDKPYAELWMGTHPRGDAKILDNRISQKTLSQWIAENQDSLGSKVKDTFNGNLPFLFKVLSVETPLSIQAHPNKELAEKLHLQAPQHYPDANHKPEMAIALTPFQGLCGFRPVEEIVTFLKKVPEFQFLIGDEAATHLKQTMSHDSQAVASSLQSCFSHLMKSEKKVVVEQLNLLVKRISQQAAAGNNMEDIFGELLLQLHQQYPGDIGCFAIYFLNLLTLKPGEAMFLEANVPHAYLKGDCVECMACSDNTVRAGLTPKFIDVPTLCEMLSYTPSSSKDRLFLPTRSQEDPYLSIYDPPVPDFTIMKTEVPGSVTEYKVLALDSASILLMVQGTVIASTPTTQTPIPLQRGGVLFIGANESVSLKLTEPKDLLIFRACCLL
# TNAP act hiacc = TNAP activators at high phosphate acceptor level, primary screen, biochemical, luminescence, uHTS; 200,000 tested, under 10 active; purified TNAP, CDP-star luminescence, 1 M DEA, 30 min; active compounds read high; 0 = EDTA background, 1 = DMSO-only activity; AID 1136, 2008; activation factor at 20 µM;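 active = activation factor at least 2 at 20 µM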
# Target sequence (P05186 whole entry, looked up): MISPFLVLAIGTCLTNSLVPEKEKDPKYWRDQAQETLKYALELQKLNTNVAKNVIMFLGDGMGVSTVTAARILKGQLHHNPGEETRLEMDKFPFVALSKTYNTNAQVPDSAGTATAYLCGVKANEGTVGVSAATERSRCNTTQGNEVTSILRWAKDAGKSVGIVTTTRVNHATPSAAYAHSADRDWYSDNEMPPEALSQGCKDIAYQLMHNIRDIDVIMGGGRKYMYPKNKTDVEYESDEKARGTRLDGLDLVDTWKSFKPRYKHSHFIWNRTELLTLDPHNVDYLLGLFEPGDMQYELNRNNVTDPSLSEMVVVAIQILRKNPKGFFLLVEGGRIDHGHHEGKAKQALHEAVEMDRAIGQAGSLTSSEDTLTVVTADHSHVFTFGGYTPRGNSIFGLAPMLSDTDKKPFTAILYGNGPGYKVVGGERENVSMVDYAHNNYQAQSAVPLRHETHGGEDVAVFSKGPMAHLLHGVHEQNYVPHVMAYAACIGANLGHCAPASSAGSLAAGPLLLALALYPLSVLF
#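 system = human TNAP | amount = enzyme diluted 1/800 final | reagent = 100 µM CDP-star substrate | signal = luminescent substrate turnover signal | dosing = one dose, 20 µM | benchmarks = EDTA negative control, DMSO positive control | measure = activation factor | timing = 30 min reaction, room temperature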
# TNAP inh hi DEA = human TNAP enzyme inhibitors, primary screen, biochemical, luminescent, high phosphate acceptor level, uHTS | purified TNAP, CDP-star luminescence, 1 M DEA | inhibition, % at 20 µM | actives 0.03% (n = 200,000) | AID 1135, 2008;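 active = over 50% inhibition of tissue-nonspecific alkaline phosphatase at 20 µM in the single-dose screen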;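 note: plate controls were DMSO wells for no effect and EDTA-quenched wells as full inhibition for full effect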
# bIAP inh = bovine intestinal alkaline phosphatase inhibitors, primary screen, selectivity assay for TNAP inhibitor project, biochemical, bovine IAP, CDP-star luminescence | 190,000 tested, under 10 active | AID 1019, 2008 | purified bovine IAP, 30 min | inhibition, % at 20 µM;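 active = over 50% inhibition of intestinal alkaline phosphatase at 20 µM in the single-dose screen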
#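 test system = bovine IAP enzyme | medium = DEA buffer 100 mM, pH 9.8, with MgCl2 1.0 mM, ZnCl2 0.02 mM | detection = luminescence | dosing = single compound dose of 20 µM, 2% DMSO final | incubation = 30 min reaction at room temperature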
# TNAP inh noacc = human TNAP enzyme inhibitors, primary screen, biochemical, luminescent, no phosphate acceptor, uHTS; purified TNAP, CDP-star luminescence, 30 min; inhibition, % at 20 µM; actives 0.26% (n = 200,000); AID 1012, 2008;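 active = tissue-nonspecific alkaline phosphatase inhibition above about 50% at 20 µM in the single-dose screen, limit read from the data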;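 note: 0% = DMSO negative control and 100% = EDTA positive control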
# L major viab = Leishmania major promastigote growth inhibition, primary screen; Leishmania major promastigotes, resazurin fluorescence viability; inhibition, % at 10 µM; actives 9% (n = 200,000); in the data active = inhibition above about 50%;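 note: promastigotes grown with compound for 44 hours at 28 °C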
# PMI act hi M6P = human PMI activators, high substrate, primary screen, biochemical, fluorescence intensity, near-saturating mannose 6-phosphate. coupled PMI enzyme assay, resazurin fluorescence, 20 min; active compounds read high; 1 = untreated enzyme, 0 = substrate-free blank. activation factor at 20 µM. actives 0.34% (n = 190,000);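 active = activation factor of 2 or more at 20 µM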
#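 Test system: human phosphomannose isomerase with PGI, G6PDH, diaphorase coupling enzymes; amount: 15 ng/mL PMI; incubation: enzyme reaction with compound 20 min at room temperature; technique: resorufin fluorescence (Ex 544/Em 590 nm) from resazurin via diaphorase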
# bIAP act = bovine intestinal alkaline phosphatase activators, primary screen, biochemical, bovine IAP, CDP-star luminescence; alkaline phosphatase, intestinal [Bos taurus]; purified bovine IAP, 30 min; active compounds read high; fold of DMSO-control signal, blank-subtracted; activation factor at 20 µM; actives 0.17% (n = 200,000); AID 1016, 2008;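 active = activation factor of 2 or more at 20 µM, a signal rise over negative controls twice the positive control's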
# Diaphorase act = compounds boosting diaphorase resazurin reduction – biochemical, uHTS, resorufin fluorescence, counter-screen for diaphorase-coupled primary assays, primary screen | Diaphorase/resazurin coupled assay, 16 min; active compounds read high; 1 = vehicle wells, 0 = NADH-free wells | activation factor at 20 µM | actives 0.005% (n = 190,000) | AID 1229, 2008;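 active = diaphorase activity raised at least twofold by the compound at 20 µM; inactive = activation factor below 2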
#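 Material: purified diaphorase enzyme from Clostridium kluyveri / Medium: HEPES pH 7.4 buffer with MgCl2 and Tween 20 / Schedule: enzyme reaction of 16 min at room temperature / Measured by: resorufin fluorescence, excitation 544 nm, emission 590 nm / Evaluation: rise in resorufin formation, marking diaphorase activation or chemical reduction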
# Numbers without * were called inactive; nt = no result given.
entry	mol	Diaphorase inh	PMI activator	TNAP act hiacc	TNAP inh hi DEA	bIAP inh	TNAP inh noacc	L major viab	PMI act hi M6P	bIAP act	Diaphorase act
1	CC(C)(C)NC(=O)NC(=O)COc1ccccn1	4.9	1	1	-3.0	6.6	-1.4	-6.0	1	0.9	1
2	COc1cc(C(C)=O)ccc1OCC(=O)NCC1(N2CCCCC2)CCCCC1	8.9	0.8	1	-4.1	17.5	-13.3	-2.4	1	0.8	0.9
3	CN(/N=C/c1ccco1)C1=NS(=O)(=O)c2ccccc21	19.0	0.9	1	4.6	7.2	-2.3	23.3	0.8	0.9	0.8
4	O=C(/C=C/c1ccccc1)OCc1cncs1	3.4	1	1.1	-7.8	-3.5	-8.9	-2.0	1	1	1
5	Cn1c(SCc2ccc(Br)cc2)nnc1-c1cccs1	12.4	1	1	-0.7	22.9	-0.6	2.1	0.9	0.8	0.9
6	O=C(c1cc(COc2ccc(F)cc2Cl)on1)N1CCCC(c2ccccc2)C1 (configuration not stated)	33.9	0.8	1	-4.8	2.4	-6.6	-0.8	0.8	1	0.7
7	CCOC(=O)c1ccc(NC(=O)C2CCCN(S(=O)(=O)c3ccc(F)cc3)C2)cc1 (configuration not stated)	20.6	0.9	1.1	-8.7	3.3	-0.2	59.1*	0.9	1	0.8
8	O=C(/C=C/c1ccc2c(c1)OCO2)N1CCN(c2ccccc2F)CC1	10.3	1	1	2.3	-16.3	-7.0	-3.5	1	1.2	0.9
9	COCCCNCC(O)C(F)(F)F (configuration not stated)	19.1	1.1	1.1	-6.4	10.7	-9.5	5.1	1	0.9	0.8
10	COc1ccc(CCNC(=O)c2nonc2N)cc1	0.1	1.1	1	-2.7	-5.0	-3.9	-4.0	1.1	1.1	1
11	O=C(Cn1c(S(=O)(=O)Cc2ccccc2)nc2ccccc21)N1CCCCC1	-3.9	1.1	1.1	-5.2	1.2	-17.8	41.5	1	1	1
12	CCOC(=O)C(CC)n1cnc2c(cnn2-c2ccc(Cl)cc2)c1=O (configuration not stated)	-3.4	1.1	1	-3.1	1.7	-8.7	-0.9	1.1	1	1
13	Cc1cc(C)c(C2C3=C(Nc4c2c(C)nn4-c2ccccn2)c2ccccc2C3=O)c(C)c1 (configuration not stated)	25.1	1.2	1.1	-5.4	12.3	8.2	37.4	1.2	0.9	0.7
14	CN(C)S(=O)(=O)c1cccc(C(=O)OCC(=O)c2c(N)n(C)c(=O)n(C)c2=O)c1	-16.8	1.3	1.1	-6.1	-0.8	-3.3	-8.1	1.1	1	1.2
15	CC(=O)N=C1SC2CS(=O)(=O)CC2N1c1ccccc1Cl (configuration not stated)	10.3	0.9	1	-0.2	1.5	-4.0	-6.1	0.8	1	0.9
16	Cc1ccsc1CN1CC(=O)N(c2c(C)cccc2C)C1=S	16.4	0.9	1	-2.0	4.5	-16.1	53.4*	0.9	1	0.8
17	COC(=O)c1sccc1NC(=O)CSCCc1ccncc1	2.9	1.1	1.1	-5.1	0.7	-19.4	-4.1	1.1	1	1
18	N#Cc1cc(-c2ccc(Cl)cc2)cn(Cc2c(Cl)cccc2Cl)c1=O	-5.5	0.8	1	-1.4	3.3	-9.0	8.5	1	1	1.1
19	COc1ccc(C)cc1NC(=O)c1cc2cc3ccc(C)cc3nc2o1	3.8	1	1	0.0	2.7	-6.6	-2.0	1	1	1
20	COc1ccc(CNC(=O)Nc2ccc3c(c2)N(C)C(=O)CS3)cc1	-5.8	1.1	1	-4.6	0.9	-26.2	11.6	1.1	1	1.1
21	Cc1cnc(NC(=O)CSc2ccccc2)s1	8.4	1	1.1	-7.0	13.6	-4.6	-4.3	1	0.9	0.9
22	CCC1CCCCN1C(=S)Nc1ccc(C(C)=O)cc1 (configuration not stated)	9.4	1	1	-0.9	11.6	12.7	-8.6	1	0.9	0.9
23	COc1ccc(/C=C/c2cc(C(F)(F)F)[nH]c(=O)n2)cc1OC	nt	nt	1	-2.9	-15.2	-9.7	19.6	nt	1.2	nt
24	COc1ccc2[nH]c(=O)c(CN(Cc3nnnn3CCc3ccccc3)CC3CCCO3)cc2c1 (configuration not stated)	27.8	1.2	1.1	-7.6	-15.5	-7.3	7.5	0.9	1.2	0.7
25	Cc1ccc(/C=N/N2C(=O)c3ccccc3NC2c2ccc(C)cc2)cc1 (configuration not stated)	10.6	0.9	1	-4.7	nt	-1.0	29.5	1	0.4	0.9
26	Cc1cccc(N2CCN(c3ccc(NC(=O)/C=C(/C(=O)O)c4ccccc4)cc3)CC2)c1	19.1	0.8	1	-1.8	-5.6	-10.6	4.2	0.7	1.1	0.8
27	Cc1[nH]nc(SCC(=O)NC2CCCC2)c1[N+](=O)[O-]	7.1	1.1	1	-1.2	10.2	18.0	-7.3	1.1	0.9	0.9
28	CSc1nc(-c2ccccc2)[nH]c(=S)c1C(C)=O	73.2*	1	1	-1.6	6.9	9.8	-9.8	1.1	0.9	0.3
29	NC(=S)NC1CCS(=O)(=O)C1 (configuration not stated)	1.2	1.1	1	-2.3	3.2	-15.7	-2.6	1	1	1
30	O=C(Nc1nonc1NC(=O)c1cccs1)c1cccs1	20.2	1.2	1	-1.6	7.9	-5.6	34.9	1.1	0.9	0.8

# One compound at a time (already shown). Screens in order: Diaphorase inh, PMI activator, TNAP act hiacc, TNAP inh hi DEA, bIAP inh, TNAP inh noacc, L major viab, PMI act hi M6P, bIAP act, Diaphorase act
# Results for COc1ccc(CCNC(=O)c2nonc2N)cc1 = 0.1, 1.1, 1, -2.7, -5.0, -3.9, -4.0, 1.1, 1.1, 1
# Results for Cc1cnc(NC(=O)CSc2ccccc2)s1 = 8.4, 1, 1.1, -7.0, 13.6, -4.6, -4.3, 1, 0.9, 0.9
# Results for CSc1nc(-c2ccccc2)[nH]c(=S)c1C(C)=O = 73.2*, 1, 1, -1.6, 6.9, 9.8, -9.8, 1.1, 0.9, 0.3
# Results for COC(=O)c1sccc1NC(=O)CSCCc1ccncc1 = 2.9, 1.1, 1.1, -5.1, 0.7, -19.4, -4.1, 1.1, 1, 1

# Next section
entry	mol	Diaphorase inh	PMI activator	TNAP act hiacc	TNAP inh hi DEA	bIAP inh	TNAP inh noacc	L major viab	PMI act hi M6P	bIAP act	Diaphorase act
31	Cc1cc(C)nc(N2CCC(CNC(=O)CCc3ccccc3)CC2)n1	0.2	1	1.1	-6.0	-39.0	5.8	3.2	1	1.4	1
32	CC(=O)c1cccc(NC(=O)CSCc2ccccc2)c1	14.4	1	1	-2.8	11.2	-5.1	-1.9	1	0.9	0.9
33	CCN(CC)CCNc1ccc2nnc(CCNS(=O)(=O)c3ccc(C)cc3)n2n1	-1.8	1	0.9	5.8	-12.0	-3.4	-5.8	1	1.1	1
34	NC(=O)C1CCN(C(=O)c2cnn(-c3ccccc3)c2NC(=O)c2ccco2)CC1	-2.6	1.1	1	2.9	-0.5	-10.7	-6.2	1.1	1	1
35	CCOC(=O)c1sc(N)c(C#N)c1COC(=O)CNC(=O)c1ccccc1	12.3	1.1	1	-4.8	9.9	-8.9	-1.3	1	0.9	0.9
36	O=C(Nc1ccc2nc(-c3ccc(Br)o3)[nH]c2c1)c1ccco1	21.3	1	1	-4.6	15.3	-11.2	19.1	1	0.8	0.8
37	Cc1ccc(N2C(=O)c3ccccc3C2C(=O)c2ccc(O)cc2O)cc1 (configuration not stated)	28.8	0.9	1	-3.1	-3.6	-1.9	-11.4	0.8	1	0.7
38	CCCN1C2CCCC1CC(NC(=S)Nc1ccc(OC)cc1)C2 (configuration not stated)	16.3	0.8	1	1.3	12.1	-4.0	14.6	0.9	0.9	0.8
39	O=C(Nc1ccccc1C(=O)N1CCNCC1)c1ccco1	9.4	0.9	1	1.7	11.4	-5.2	-3.4	0.9	0.9	0.9
40	O=C(CN1C(=O)C(=O)c2ccccc21)NC1CCCCC1	9.1	1	1	-0.6	10.6	-7.6	-10.0	0.9	0.9	0.9
41	CCOC(=O)CC1C(=O)NCCN1C(=O)c1sc2ccccc2c1Cl (configuration not stated)	8.8	1	1.1	-6.0	7.2	-3.9	-4.2	1	0.9	0.9
42	CCOC(=O)COc1ccc(S(=O)(=O)Nc2cccc(SC)c2)cc1	6.5	0.9	1	-0.3	14.4	-5.6	-3.6	1	0.9	0.9
43	COc1ccc(-c2cc3n(n2)CCc2nc4ccccc4n2-3)cc1	6.1	0.9	1	-4.3	0.3	-12.7	-3.5	0.9	1	0.9
44	COc1ccc(/C=C/C(=O)NCc2ccccn2)cc1OC	-20.0	1	1.1	-6.8	-10.9	-7.2	-0.1	0.9	1.1	1.2
45	O=C(Nc1ncn[nH]1)c1c(Cl)ccc(Cl)c1Cl	-3.1	1	1.1	-6.9	14.0	1.9	7.7	1	0.9	1
46	COc1ccc([N+](=O)[O-])c2c(=O)ccoc12	8.8	1.1	0.9	5.0	-0.4	-8.6	-4.5	1	1	0.9
47	Cc1ccccc1OCC(O)Cn1c(NCCN(C)C)nc2c1c(=O)n(C)c(=O)n2C (configuration not stated)	11.4	0.9	1	-1.9	-0.1	-8.7	7.3	1	1	0.9
48	CC1(C(=O)N(Cc2ccccc2)Cc2ccccc2)CC1(Br)Br (configuration not stated)	16.4	0.8	1	-4.4	nt	-14.4	6.3	0.9	0.5	0.8
49	CN1CCN(C(=O)/C=C/c2ccc([N+](=O)[O-])cc2)CC1	6.3	1.1	1	2.6	8.0	-13.2	0.9	1.1	0.9	0.9
50	CC(C)Cn1c(N)c(C(=O)COC(=O)c2ccccc2F)c(=O)n(C)c1=O	12.9	0.9	1	-0.7	0.8	-4.0	25.3	0.9	1	0.9
51	Brc1ccc2nc(-c3ccncc3)c(NC3CCCC3)n2c1	18.8	0.9	1	-4.3	4.3	-6.6	34.0	0.9	1	0.8
52	O=C(NCCCN1CCc2ccccc2C1)C1CCN(S(=O)(=O)N2CCCC2)CC1	5.5	1.1	1	-1.7	-5.8	-11.5	-4.2	1.1	1.1	0.9
53	O=C(O)C1CCC(=O)N1C1c2ccccc2Oc2ccccc21 (configuration not stated)	8.0	1	1	0.1	3.3	-8.6	-3.0	1	1	0.9
